AHR act: human AHR activation | P35869 | AHR-responsive luciferase reporter cells, luminescence | activation, % at 5 µM | actives 2.5% (n = 320,000) | AID 2796; in the data active = activation above about 47%;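 also: 0% = vehicle wells and 100% = reference agonist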
Target sequence (P35869 whole entry, looked up): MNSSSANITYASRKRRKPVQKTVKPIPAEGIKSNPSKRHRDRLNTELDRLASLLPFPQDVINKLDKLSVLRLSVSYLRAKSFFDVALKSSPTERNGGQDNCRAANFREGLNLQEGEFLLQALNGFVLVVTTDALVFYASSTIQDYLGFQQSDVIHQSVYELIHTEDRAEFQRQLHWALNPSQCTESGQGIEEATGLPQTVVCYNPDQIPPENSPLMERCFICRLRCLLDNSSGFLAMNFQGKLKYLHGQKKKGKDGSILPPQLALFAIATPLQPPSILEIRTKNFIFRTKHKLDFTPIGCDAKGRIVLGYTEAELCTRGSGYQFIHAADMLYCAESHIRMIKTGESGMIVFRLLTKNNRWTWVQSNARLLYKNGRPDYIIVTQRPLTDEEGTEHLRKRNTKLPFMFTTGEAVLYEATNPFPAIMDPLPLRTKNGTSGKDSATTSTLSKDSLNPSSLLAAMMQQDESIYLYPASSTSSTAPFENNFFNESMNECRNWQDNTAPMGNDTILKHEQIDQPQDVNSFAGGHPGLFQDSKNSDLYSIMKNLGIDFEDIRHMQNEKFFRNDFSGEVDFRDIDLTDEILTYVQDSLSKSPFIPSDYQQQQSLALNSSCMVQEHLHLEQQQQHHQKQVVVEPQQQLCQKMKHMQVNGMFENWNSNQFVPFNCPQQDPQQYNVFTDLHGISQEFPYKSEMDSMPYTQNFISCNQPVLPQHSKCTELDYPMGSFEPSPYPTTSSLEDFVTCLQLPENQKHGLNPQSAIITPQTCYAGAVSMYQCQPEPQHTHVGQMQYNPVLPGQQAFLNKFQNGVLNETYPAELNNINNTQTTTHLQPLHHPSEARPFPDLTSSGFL
MEP2 TOR yeast: modulators of TOR pathway MEP2-GFP in S. cerevisiae. GFP response vs DMSO, % at 10 µM. S. cerevisiae MEP2-GFP strain, flow cytometry GFP, 3 h; 100% = DMSO control level. actives 0.51% (n = 330,000);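 active = GFP response versus DMSO above a set limit, roughly screen mean plus 3 SD, cut at about 180% in these data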;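 also: median GFP fluorescence of the barcode-gated MEP2-GFP cells per well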
AGP1 TOR yeast: yeast TOR pathway AGP1-GFP modulation; GFP response vs DMSO, % at 10 µM; actives 0.02% (n = 320,000); S. cerevisiae AGP1-GFP multiplex flow cytometry, 3 h; GFP as percent of DMSO wells;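 active = GFP response relative to DMSO above a set limit, near screen average plus 3 SD, cut at about 150% in these data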;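 also: median GFP channel fluorescence of the gated AGP1 strain per well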
LAP4-GFP MLPCN: alters LAP4-GFP fluorescence in TOR pathway yeast screen; S. cerevisiae LAP4-GFP multiplex, flow cytometry GFP, 3 h; median GFP as percent of DMSO wells; GFP response vs DMSO, % at 10 µM; actives 0.34% (n = 320,000);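 active = GFP response vs DMSO above a set limit, about the screen mean plus 3 SD, cut at about 150% in these data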
RPL19A-GFP yeast: modulators of TOR pathway RPL19A-GFP in S. cerevisiae; S. cerevisiae RPL19A-GFP strain, flow cytometry, 3 h; hits give low values; percent response vs DMSO, % at 10 µM; actives 0.3% (n = 330,000);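 active = percent response vs DMSO below 50%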;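 also: median channel GFP fluorescence of the barcoded RPL19A-GFP strain; ratio of sample median GFP to plate DMSO average so 100% = DMSO; lower means less RPL19A-GFP as with rapamycin TOR inhibition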
Yeast superoxide: lowers age-related superoxide in aged yeast cells; S. cerevisiae aged cells, superoxide DHE fluorescence; hits give low values; actives 0.18% (n = 330,000); AID 2690; superoxide response (% of plate mean), % at 10 µM;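 active = superoxide response under a set limit, about three screen SD below normal, cut at about 65% in these data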;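 also: yeast aged for seven days with compound at 30 °C before DHE staining; 100% = average MFI of all compound-treated wells on the plate with controls excluded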
Efflux pump mplx: inhibitors of Candida antifungal efflux pumps expressed in yeast; S. cerevisiae Candida pump triplex, Nile Red efflux; inhibition, % at 10 µM; actives 0.44% (n = 330,000); AID 485275;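 active = plate passing quality check with inhibition over a set limit, or well fluorescence over plate mean plus 4 SD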;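 also: Nile Red retained in pooled yeast measured as flow cytometry median fluorescence; 0% = buffer negative control and 100% = Enniatin B positive control; higher means more Nile Red kept so more efflux inhibition; some compounds called inactive have numbers as strong as hits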
CIT2-GFP yeast: modulators of TOR pathway CIT2-GFP in S. cerevisiae; AID 2029; S. cerevisiae CIT2-GFP strain, flow cytometry, 3 h; 100 means same as DMSO wells; GFP response vs DMSO, % at 10 µM; actives 0.065% (n = 320,000);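 active = GFP response relative to DMSO above a set limit, near the screen mean plus 3 SD, cut at about 150% in these data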;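 also: ratio of well median GFP fluorescence to mean of DMSO wells on the plate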
An asterisk follows results filed as active; x = no result given.

SMILES | AHR act | MEP2 TOR yeast | AGP1 TOR yeast | LAP4-GFP MLPCN | RPL19A-GFP yeast | Yeast superoxide | Efflux pump mplx | CIT2-GFP yeast
CCN(CC)S(=O)(=O)c1cc([N+](=O)[O-])ccc1N1CCC(C(N)=O)CC1 | -1 | 101 | 104 | 98 | 99 | 91 | -0.1 | 105
O=C(CSc1ccccc1C(=O)N1CCN(c2ccc([N+](=O)[O-])cc2)CC1)N1CCCC1 | 0 | 95 | 88 | 94 | 87 | 107 | 0.0 | 88
COc1cc2[nH]c(=O)n(CCC(=O)N3CCc4ccccc4C3)c(=O)c2cc1OC | -4 | 109 | 107 | 109 | 107 | 96 | -0.2 | 104
O=C(c1cnccn1)N(Cc1ccco1)C1(C(=O)NC2CCCC2)CCCCC1 | 3 | 109 | 106 | 88 | 103 | 103 | -0.1 | 105
Cc1nnc(NC(=O)c2c(F)c(F)c(F)c(F)c2F)s1 | 2 | 104 | 102 | 98 | 101 | 111 | 0.0 | 96
CCOC(=O)Cn1nc(C)n(-c2ccccc2)c1=O | 0 | 111 | 112 | 106 | 105 | 111 | -0.1 | 105
Cc1[nH]c2ccccc2c1/C=N/NC(=O)CCC(=O)NCc1ccccc1 | 18 | 111 | 106 | 91 | 89 | 97 | -0.1 | 91
CC1C(=O)N2CCCc3cc(NC(=O)C(=O)NCCc4ccc(F)cc4)cc1c32 (configuration not stated) | 5 | 102 | 111 | 99 | 104 | 100 | 0.0 | 104
CCCN(CCC)S(=O)(=O)c1ccc(NC(=O)COc2ccccc2)cc1 | -3 | 96 | 95 | 97 | x | 86 | 1.4 | 101
O=S1(=O)N=C(Oc2ccccc2)c2ccccc21 | 2 | 103 | 102 | 115 | 97 | 93 | 0.0 | 95
Cc1ccc(NC(=O)CCC(=O)Nc2ccc(C)cc2)cc1 | 5 | 101 | 104 | 102 | 106 | 97 | 0.0 | 109
Nc1nnc(Cc2ccc(Cl)c(Cl)c2)s1 | 0 | 101 | 103 | 107 | 104 | 95 | -0.2 | 106
Cc1nc(NCCc2ccccc2)c2nnn(Cc3ccccc3)c2n1 | 5 | 113 | 94 | 107 | 101 | 92 | 0.1 | 107
CC(=O)Nc1nc(-c2ccc3c(c2)CCN3C(=O)C2CC2)c(C)s1 | -2 | 101 | 99 | 98 | 100 | 99 | 0.0 | 103
Cc1cc(C)c(C(=O)Nc2ccccc2)c(CC(C)(C)C(=O)O)c1 | -1 | 103 | 96 | 101 | 95 | 105 | -0.1 | 86
CCOC(=O)C1CCN(C(=O)C2CCN(S(=O)(=O)CC)CC2)CC1 | -1 | 98 | 104 | 98 | 100 | 89 | 0.0 | 100
COc1ccc(NC(=O)CSc2nnc(-c3ccccn3)n2N)cc1Cl | 73* | 101 | 107 | 106 | 101 | 94 | -3.4 | 106
CCc1ccc(-c2cn(-c3nc(C)cc(C)n3)c(=N)o2)cc1 | 44 | 97 | 93 | 101 | 98 | 102 | -0.1 | x
CCOC(=O)C(C)(C)Sc1nc2c(cnn2-c2ccc(Cl)cc2)c(=O)[nH]1 | 1 | 100 | 110 | 98 | 112 | 108 | -0.1 | 119
Cc1c(Cl)cccc1NC(=S)NCc1ccc(F)cc1 | -2 | 97 | 102 | 86 | 101 | 94 | 0.0 | 96

Single values from above:
Entry of Cc1ccc(NC(=O)CCC(=O)Nc2ccc(C)cc2)cc1 in AGP1 TOR yeast: 104
Entry of COc1ccc(NC(=O)CSc2nnc(-c3ccccn3)n2N)cc1Cl in MEP2 TOR yeast: 101

More structures follow.
SMILES | AHR act | MEP2 TOR yeast | AGP1 TOR yeast | LAP4-GFP MLPCN | RPL19A-GFP yeast | Yeast superoxide | Efflux pump mplx | CIT2-GFP yeast
CCN(CC(=O)Nc1ccc(NC(C)=O)cc1)C(=O)C1CCCN(C(=O)c2ccc(Cl)cc2)C1 (configuration not stated) | -1 | 98 | 97 | 92 | 92 | 97 | 0.0 | 98
Cc1cc(=O)oc2c(C)c(OC(C)C(=O)NCCCn3ccnc3)ccc12 (configuration not stated) | 2 | 90 | 94 | 91 | 95 | 106 | 0.0 | 97
CN(CC(=O)Nc1cccc(F)c1)C(=O)c1cc(S(=O)(=O)N2CCN(c3ccccc3)CC2)ccc1Cl | -1 | 104 | 106 | 105 | 98 | 106 | -0.1 | 102
Cc1ccsc1C(=O)OCc1nc2ccsc2c(=O)[nH]1 | 3 | 100 | 101 | 110 | 92 | 99 | 0.1 | 87
Cc1ccc(CSC2=NCCN2S(=O)(=O)c2ccc(F)cc2)cc1 | 3 | 102 | 99 | 126 | 101 | 104 | -0.2 | 91
CN1C(=O)N(C)c2ccc(C=O)c3cccc1c23 | 1 | 99 | 98 | 110 | 91 | 99 | 0.1 | 87
COc1ccccc1CNC(=O)Cn1cnnn1 | -1 | 100 | 100 | 102 | 101 | 108 | 0.1 | 96
COC(=O)[C@H]1C[C@@H]1[C@H](N)c1ccccc1 | 2 | 102 | 104 | 125 | 110 | 92 | -0.1 | 103
CCc1ccc(N(C(=O)c2snc(C(N)=O)c2N)C(C(=O)NCC2CCCO2)c2cccs2)cc1 (configuration not stated) | 2 | 105 | 104 | 105 | 101 | 97 | -0.3 | 112
COc1ccccc1Nc1nnc(SCC(=O)c2c(N)n(C3CC3)c(=O)[nH]c2=O)s1 | 1 | 103 | 97 | 95 | 98 | 109 | 0.3 | 98
Nc1ccc2c(c1)nc(Cc1ccccc1)n2CCO | 1 | 104 | 94 | 93 | 99 | 121 | -0.1 | 104
CC(=O)c1ccc(OCc2cc(C(=O)N(C)C3CCOC3)no2)cc1 (configuration not stated) | 10 | 100 | 96 | 97 | 105 | 117 | 0.1 | 101
CCOC(=O)c1cc(C(O)(C(F)(F)F)C(F)(F)F)c(/N=C/N(C)C)o1 | -1 | 100 | 89 | 96 | 96 | 122 | 0.1 | 94
Cc1n[nH]c(C)c1CCN(C)Cc1cn(C)nc1-c1ccc2c(c1)OCCO2 | 4 | 98 | 105 | 106 | 101 | 81 | -0.2 | 99
COc1ccc(OC2CCN(S(=O)(=O)c3ccccc3)CC2)cc1 | 5 | 111 | 88 | 110 | 105 | 122 | 0.0 | 94
CC1CN(C(=O)CCC(=O)NCc2ccccc2)c2ccccc2S1 (configuration not stated) | -1 | 100 | 102 | 106 | 101 | 90 | -0.1 | 99
Cc1csc(SCC(=O)Nc2ccc(Cl)cn2)n1 | 98* | 102 | x | 106 | 97 | 102 | 0.1 | 96
C[C@H](NC(=O)c1ccccc1Cl)C(=O)OCCOc1ccc(Cl)cc1 | -1 | 100 | 101 | 94 | 99 | 100 | 0.2 | 86
Cc1ccccc1CSCC(=O)N1CCN(c2ccccc2)CC1 | -2 | 101 | 99 | 96 | 103 | 115 | 0.1 | 93
OC[C@@H](O)[C@@H](O)CO | 0 | 102 | 99 | 105 | 100 | 92 | -0.2 | 98
COc1ccc2nc(NC(=O)CN(C)S(=O)(=O)c3cccs3)sc2c1 | 7 | 103 | 102 | 106 | 101 | 113 | -0.2 | 99
CCOC(=O)CSc1nnc(CNC(=O)c2ccc(OC)cc2)n1Cc1ccccc1 | 0 | 107 | 100 | 105 | 99 | 102 | 0.1 | 100
Cc1cc(C)n(-c2cc(N3CCOCC3)nc(-c3ccccc3)n2)n1 | 3 | 104 | 100 | 96 | 101 | 105 | -0.1 | 107
CCCCC[C@@H]1C=C(C(=O)O)[C@H](c2ccc(Cl)cc2)N1S(=O)(=O)c1ccc(C)cc1 | 0 | 97 | 98 | 101 | 103 | 94 | 0.6 | 98
CC(/C=C/C(=O)c1ccc(C)cc1)=C\c1ccccc1 | 64* | 91 | 100 | 92 | 94 | 91 | 0.0 | 98
CSC1CCCCC1(O)CSc1nc2ccccc2o1 (configuration not stated) | 4 | 106 | 94 | 94 | 97 | 91 | 0.2 | 101
COc1ccc(NC(=O)CN2CCc3ccccc3C2)c([N+](=O)[O-])c1 | 4 | 106 | 96 | 95 | 101 | 109 | 0.0 | 99
COC(=O)c1c(-c2cccc3ccccc23)csc1NC(=O)Cc1ccc(OC)c(OC)c1 | 1 | 102 | 102 | 105 | 99 | 122 | 0.3 | 101
Cc1nc(SCC(=O)c2ccc(Cl)s2)c2oc3ccccc3c2n1 | 2 | 117 | 114 | 124 | 114 | 113 | 0.1 | 111
COc1ccc(OC(=O)c2ccncc2)cc1 | 1 | 101 | 104 | 101 | 102 | 93 | -0.1 | 102
C/C(=N\NC(=O)CCCC(=O)O)c1c(-c2ccccc2)c2cc(Cl)ccc2[nH]c1=O | 1 | 104 | 102 | 104 | 100 | 109 | 0.0 | 96
Cc1cc([N+](=O)[O-])nn1CC(=O)NCc1ccc(Cl)cc1 | 0 | 101 | 102 | 96 | 101 | 90 | -0.1 | 101
Cc1onc(-c2ccccc2)c1C(=O)N1CCC(CO)(Cc2ccccc2)CC1 | 3 | 92 | 104 | 129 | 93 | 108 | -0.2 | 99
CCOC(=O)c1nnn(-c2nonc2N)c1CNC(C)C | 2 | 100 | 99 | 103 | 101 | 103 | -0.1 | 107
COc1ccc(NC(=O)C2CCCN(C(=O)c3ccc(Cl)cc3)C2)cc1S(=O)(=O)N(C)C (configuration not stated) | 1 | 101 | 97 | 100 | 96 | 122 | 0.1 | 95
CSc1ncc(CN2CCN(CC=C(C)C)C(CCO)C2)cn1 (configuration not stated) | 3 | 106 | 93 | 85 | 97 | 86 | 0.1 | 96
Cc1[nH]c2ccc(C(=O)NCCCN(C)C3CCCCC3)cc2c1C | 15 | 107 | 104 | 86 | 103 | 87 | -0.2 | 103
O=C(O)c1cc(-c2ccc(N3CCOCC3)cc2)nn1-c1ccccc1Cl | 2 | 98 | 112 | 108 | 101 | 96 | -0.2 | 104
O=C(CSc1nnc(-c2ccc(O)cc2)n1Cc1ccco1)c1ccccc1 | 1 | 102 | 98 | 99 | 96 | 92 | -0.1 | 98
Cc1cccc(/C=C/c2nc3ccccc3c(=O)[nH]2)c1 | -4 | 101 | 89 | 117 | 93 | 93 | 0.0 | 90
O=C(Nc1ccc(N2CCN(C(=O)c3ccc(Cl)cc3)CC2)cc1)c1cccs1 | -12 | 101 | 104 | 98 | 108 | 114 | -0.1 | 105
CCc1noc(C)c1C(=O)OC(C)C(=O)c1c(C)[nH]c2ccccc12 (configuration not stated) | -1 | 98 | 98 | 89 | 96 | 96 | 0.0 | 95
CCCCCCCCN1[C@@H](CC(=O)O)c2cc(F)ccc2S1(=O)=O | 1 | 94 | 95 | 115 | 104 | 105 | -0.1 | 92
Cc1ccc(C(=O)N/C(=C/c2ccco2)C(=O)Nc2cccc(C)c2)cc1 | 11 | 94 | 94 | 106 | 92 | 77 | 0.0 | 94
COc1ccc2c(c1OC)C(=O)OC2Nc1nc(-c2cc3ccccc3oc2=O)cs1 (configuration not stated) | -6 | 74 | 88 | 93 | 103 | 83 | -0.1 | 95
COC(=O)CCCNC(=O)c1ccc2oc(CCCc3ccccc3)nc2c1 | 5 | 100 | 99 | 105 | 97 | 94 | 0.1 | 98
Cc1c(NC(=O)C(C)OC(=O)c2ccccc2O)c(=O)n(-c2ccccc2)n1C (configuration not stated) | 1 | 101 | 106 | 104 | 110 | 92 | -0.1 | 103
CCCCN(CCO)c1ncnc2sc(-c3ccccc3)cc12 | 11 | 87 | 89 | 108 | 99 | 96 | -0.3 | 94
O=c1cnn(-c2ccccc2)c(-c2ccccc2)c1 | 50* | 102 | 88 | 120 | 102 | 127 | 0.1 | 92
COc1ccc(C(=O)COC(=O)CN2C(=O)NC(C)(C)C2=O)cc1OC | 2 | 102 | 100 | 95 | 100 | 96 | 0.0 | 100
CC(Sc1nnc(N)s1)C(=O)NC1CCCCC1C (configuration not stated) | -3 | 94 | 106 | 108 | 97 | 102 | -0.1 | 93
